Screening data as filed in PubChem BioAssay.
C1s inh: human complement C1s inhibition; P09871; purified C1s, fluorogenic AMC substrate, pooled mixtures; mean inhibition % of two 10-compound mixtures (hits give high values), % at 5 µM (by protocol); 0.16% of 62,000 active; AID 538;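 active means inhibition above 20% in each of the two 10-compound mixture wells holding the compound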;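 further: 0% = enzyme wells lacking compound mixture and 100% = no-enzyme blank wells; some compounds called inactive have numbers as strong as hits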
CatS block: human cathepsin S inhibition. P25774. recombinant cathepsin S, AMC dipeptide fluorescence, pooled mixtures. inhibition, %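 (tested at 5 µM per compound within 10-compound mixtures)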. 0.06% of 62,000 active. AID 501; in the data active means inhibition above about 32%, passing the limit was not always enough; inconclusive means no clear call, values can overlap the other calls;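 further: 0% = enzyme without compound and 100% = blank without enzyme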
Target sequence (P25774 115-331 limits assumed): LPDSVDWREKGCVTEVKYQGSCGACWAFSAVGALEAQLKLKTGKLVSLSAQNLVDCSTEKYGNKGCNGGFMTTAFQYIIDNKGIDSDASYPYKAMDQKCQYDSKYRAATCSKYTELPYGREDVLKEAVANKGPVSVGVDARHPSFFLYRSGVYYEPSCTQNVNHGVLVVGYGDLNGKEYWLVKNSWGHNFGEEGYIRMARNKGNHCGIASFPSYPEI
CatL inh: blocks human cathepsin L protease activity; P07711; purified cathepsin L, fluorogenic substrate, fluorescence; inhibition, %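 (tested at 10 µM)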; 0.17% of 58,000 active; AID 460; in the data active means inhibition above about 45%;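 further: 0% = enzyme with no compound and 100% = no enzyme blank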
Target sequence (P07711 114-288 limits assumed): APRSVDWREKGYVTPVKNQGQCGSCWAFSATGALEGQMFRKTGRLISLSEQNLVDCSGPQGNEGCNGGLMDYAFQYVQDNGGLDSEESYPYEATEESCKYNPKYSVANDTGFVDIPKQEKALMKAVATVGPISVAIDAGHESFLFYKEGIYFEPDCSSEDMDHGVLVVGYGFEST
Target sequence (P07711 292-333 limits assumed): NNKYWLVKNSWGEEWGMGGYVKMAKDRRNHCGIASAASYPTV
PKA kinase inh: blocks human protein kinase A activity; AID 524; 0.1% of 65,000 active; inhibition, % at 6 µM; PKA Kemptide phosphorylation, Kinase-Glo ATP luminescence;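 active means inhibition above the screen-wide mean inhibition plus 3 SD, cut at about 21% in these data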; further: many of its hits are not listed in these tables
ROCK2 inh: blocks human Rho kinase 2 activity. O75116. purified ROCK2, Kinase-Glo ATP depletion luminescence. inhibition, % at 6 µM. 0.35% of 60,000 active. AID 604;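 active means inhibition above the screen-wide mean inhibition plus 3 SD, cut at about 18% in these data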;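 further: plate controls were DMSO wells for no effect and Y-27632 control wells after no-enzyme background subtraction for full effect; many of its hits are not listed in these tables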
Her2 expr inh: lowers expression of human Her2 kinase; P04626; HER2 level % of control, % at 10 µM; SKBR-3 HER2 protein level, AlphaScreen, 18-24 h; hits give low values; 0.69% of 65,000 active;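 active means HER2 level under 5% of the carrier-only control; inconclusive means no clear call, values can overlap the other calls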;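 further: 100% = DMSO carrier and 0% = 500 nM PU-H71 HSP90 inhibitor; lower value means stronger loss of Her2 protein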
CatG inh: cathepsin G (human) inhibition | P08311 | purified enzyme, AMC-tetrapeptide fluorescence, pooled mixtures | inhibition, % at 5 µM (by protocol) | 0.2% of 62,000 active | AID 581;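 active means inhibition above 20% in each of the two mixture wells holding the compound; inactive means inhibition of 20% or less in either well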;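 further: 0% = enzyme control without mixture and 100% = blank lacking enzyme; strong numbers were not always called active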
Target sequence (P08311 21-244 limits assumed): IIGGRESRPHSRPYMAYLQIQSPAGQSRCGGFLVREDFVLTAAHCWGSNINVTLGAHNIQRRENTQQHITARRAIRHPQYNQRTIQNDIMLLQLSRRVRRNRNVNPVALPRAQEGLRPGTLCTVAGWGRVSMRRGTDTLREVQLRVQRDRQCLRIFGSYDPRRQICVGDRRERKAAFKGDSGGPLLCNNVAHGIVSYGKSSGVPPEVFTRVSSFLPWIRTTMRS
CatB mixtures: inhibitors of human cathepsin B in compound mixtures | P07858 | Purified cathepsin B, AMC dipeptide fluorescence | inhibition, %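 (ten-compound pools at 5 µM per compound and 50 µM total)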 | 0.06% of 62,000 active; in the data active means inhibition above about 22%, passing the limit was not always enough; inconclusive means no clear call, values can overlap the other calls;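 further: 0% = enzyme without compound and 100% = no enzyme blank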
CatB inh: blocks human cathepsin B protease activity; P07858; purified cathepsin B, fluorogenic substrate, fluorescence; inhibition, %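 (tested at 10 µM)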; 0.1% of 63,000 active; AID 453; in the data active means inhibition above about 21%;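 further: 0% = enzyme with no compound and 100% = no enzyme blank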
The depositor's hits bear a star; u = inconclusive; x = no result given. An excerpt, so the mix of outcomes need not match the whole.

SMILES	C1s inh	CatS block	CatL inh	PKA kinase inh	ROCK2 inh	Her2 expr inh	CatG inh	CatB mixtures	CatB inh
CCOC(=O)N1CCN(S(=O)(=O)c2ccc(C)c(C)c2)CC1	16	0	21	9	6	127	9	-3	5
Cc1ccc2occ(C(=O)c3ccco3)c(=O)c2c1	8	15	16	-4	1	61	8	5	0
Cn1c(SCc2c(F)cccc2Cl)nnc1-c1cnccn1	2	3	x	8	x	72	3	-3	-2
COC(=O)C1=C(N)Oc2cc(C)[nH]c(=O)c2C1c1cc(OC)c(OC)c(OC)c1 (stereo not given)	-30	3	-3	0	2	83	-2	1	-3
CCOc1ccc2nc(N3CCOCC3)nc(C)c2c1	-35	2	-30	10	8	96	4	0	-3
O=S(=O)(NCc1ccccc1)c1ccc(S(=O)(=O)N(Cc2ccccn2)Cc2ccco2)cc1	11	0	8	5	1	50	7	3	1
COc1ccc(-n2c(Cc3cc(=O)[nH]c(=O)[nH]3)nnc2SCC(=O)N2CCCC2)cc1	16	7	5	7	1	97	10	4	-2
OC(CNCc1ccco1)Cn1c2ccccc2c2ccccc21 (stereo not given)	16	5	16	2	2	18	14	7	1
CCOC(=O)c1[nH]c2ccc(OCC)cc2c1NC(=O)CN1CCN(c2ccccc2)CC1	9	-5	2	5	2	62	8	2	5
Cc1nn(Cc2ccccc2)c2sc(C(=O)NCc3cccnc3)cc12	13	2	11	5	7	111	12	1	6
Cc1ccc(CCNC(=O)C2CCCN(C(=O)c3cc4sccc4n3C)C2)cc1 (stereo not given)	9	-6	2	9	4	87	8	0	2
CCCC(=O)Nc1cccc(C(=O)Nc2nccs2)c1	3	2	3	12	x	57	0	0	0
Cc1ccc(N2C(=O)c3ccccc3C2(O)c2ncc[nH]2)cc1 (stereo not given)	-56	-49	6	9	6	116	-26	-7	1
O=C(Nc1cccc(NC(=O)c2nccc3ccccc23)c1)c1ccco1	-3	-7	0	6	3	67	5	-3	-2
CCCC1(CCC)NC(=O)N(CC(=O)Nc2cccc(OC)c2)C1=O	14	16	-1	-4	-1	104	13	6	2
O=C(NCc1ccc2c(c1)OCO2)c1cccnc1	5	2	x	-2	-4	112	4	-1	1
CCN1C(=O)/C(=C/N(C)C)c2ccccc21	6	7	11	12	5	28	-1	0	-1
CCN(CC)C(=O)c1cc2cc(Br)ccc2oc1=O	-25	4	-2	3	5	145	-1	4	x
C1=CC2c3ccccc3NC(c3ccncc3)C2C1 (stereo not given)	-27	4	x	6	4	96	0	3	-3
CCCCc1ccc(CC(=O)O)cc1	2	3	-3	8	5	107	-2	3	1
Clc1ccc(SCCCCn2cncn2)cc1	13	8	-1	13	7	100	11	2	2
CCOC(=O)N1CCC(NC(=O)Cn2cc3c(n2)CCC(C)C3)CC1 (stereo not given)	-33	6	20	-5	-6	99	-23	-1	5
COc1ccc(C)cc1-n1nnnc1SCC(=O)c1cc(C)n(Cc2ccco2)c1C	12	-11	5	6	9	94	9	3	3
COc1ccc(C2Nc3ccccc3C(=O)N2Cc2ccco2)cc1COc1ccc(NC(C)=O)cc1 (stereo not given)	-35	16	-64	2	-6	93	-15	8	6
Cc1ccc(S(=O)(=O)C(CCC(=O)N2CCOCC2)S(=O)(=O)c2ccc(C)cc2)cc1	-2	1	-3	8	1	110	-4	2	3
Cc1ccc(C(C)C)c(OCC(=O)Nc2ccccc2N2CCN(C)CC2)c1	13	5	10	6	5	101	11	1	5
CCOC(=O)N1CCN(C(=O)CCC(=O)N2CCOc3ccc(C)cc32)CC1	-14	15	-1	0	-4	66	-7	0	3
CCOC(=O)c1ccc(N2C(=O)CC(C(=O)OC)=C2C)cc1	2	-5	-6	-5	-8	105	-1	0	5
C=CCOc1ccc(/C(O)=C2/C(=O)C(=O)N(CCCN3CCOCC3)C2c2ccc(OC)cc2)cc1 (stereo not given)	x	x	-11	6	4	100	x	x	-1
CCc1ccccc1NC(=O)COC(=O)C1CC(=O)N(c2ccc(F)cc2)C1 (stereo not given)	-35	8	-2	6	2	111	-14	3	9

Limited to Her2 expr inh and CatL inh, for some of the entries so far:
| Compound | Her2 expr inh | CatL inh |
| --- | --- | --- |
| O=C(Nc1cccc(NC(=O)c2nccc3ccccc23)c1)c1ccco1 | 67 | 0 |
| CCCC1(CCC)NC(=O)N(CC(=O)Nc2cccc(OC)c2)C1=O | 104 | -1 |
| O=C(NCc1ccc2c(c1)OCO2)c1cccnc1 | 112 | x |

Grouped by structure: the entries above with two or more sulfur atoms (two)
SMILES	C1s inh	CatS block	CatL inh	PKA kinase inh	ROCK2 inh	Her2 expr inh	CatG inh	CatB mixtures	CatB inh
O=S(=O)(NCc1ccccc1)c1ccc(S(=O)(=O)N(Cc2ccccn2)Cc2ccco2)cc1	11	0	8	5	1	50	7	3	1
Cc1ccc(S(=O)(=O)C(CCC(=O)N2CCOCC2)S(=O)(=O)c2ccc(C)cc2)cc1	-2	1	-3	8	1	110	-4	2	3

The list continues:
SMILES	C1s inh	CatS block	CatL inh	PKA kinase inh	ROCK2 inh	Her2 expr inh	CatG inh	CatB mixtures	CatB inh
CC1(C)Cc2c(sc3c2C2=NCCN2C=N3)CO1	-27	23	22	7	2	122	2	-11	8
COC(=O)Cc1c(C)nc2nc(-c3cccnc3)[nH]n2c1=O	-36	8	28	-2	-1	73	4	3	0
Cc1onc(COc2ccccc2O)c1Br	-19	1	-10	1	4	85	-3	6	-5
CCOC(=O)CSc1nc(N)c(C#N)c(-c2cccs2)c1C#N	-4	0	x	x	x	205	5	-1	5
CCOC(=O)c1nn(-c2ccc3c(c2)OCO3)cc1O	4	0	12	7	4	100	3	1	0
CCOc1ccc(OCC)c(NC(=O)CCn2c(=O)oc3ccccc32)c1	15	10	0	5	3	104	13	0	3
O=S(=O)(c1ccc2c(c1)OCCO2)N1CCC(n2nnc3cc(F)ccc32)CC1	3	0	4	7	4	77	13	6	4
CC(=O)Nc1ccc(C(=O)CS(=O)(=O)c2ccc(C)cc2)cc1	-7	-5	-5	1	2	82	-3	-8	-4
Oc1c(-c2cc(-c3ccco3)[nH]n2)ccc2ccccc12	-27	13	6	-2	-3	74	12	5	6
Nc1ccccc1SCc1cn2cccnc2n1	2	-2	x	8	4	95	10	2	0
CCOC(=O)C1=C(C)N(CCO)C(=O)NC1c1cccc(O)c1 (stereo not given)	-32	-2	-1	4	5	79	-11	-2	3
Cc1ccc(NC(=O)CS(=O)CC(=O)NCC2CCCO2)cc1 (stereo not given)	-16	x	1	7	0	90	-12	4	6
COCCn1nnnc1C(c1cc2cc(OC)ccc2[nH]c1=O)N1CCC(Cc2ccccc2)CC1 (stereo not given)	11	-1	-5	-8	-8	29	6	1	1
O=C1C2=C(c3ccccc31)[N+](=O)[C@@H]1CCCC[C@@H]1N2[O-]	-8	u	0	6	7	81	1	7	-3
COc1ccc(CCN(Cc2cccs2)S(=O)(=O)c2ccc(-n3cnnn3)cc2)cc1OC	13	4	15	14	6	95	8	3	-1
CCc1c(C)c(C#N)c2nc3ccccc3n2c1N(C)C	0	-2	19	7	4	83	8	-3	1
CCOc1cccc(-c2nnc3sc(COc4ccc(C)cc4)nn23)c1	-12	10	12	5	5	113	-4	6	6
COc1ccc(C(=O)n2nc(-c3ccc(Cl)cc3)nc2N)cc1OC	8	1	7	4	9	111	38*	-2	4
COC(=O)c1cc(S(=O)(=O)N2CCOCC2)c(N2CCOCC2)cc1N1CCOCC1	-30	-2	-11	5	5	105	5	0	-4
CCOC(=O)C(CC)n1cnc2c(nnn2-c2ccc(C)cc2)c1=O (stereo not given)	-5	3	3	-2	7	85	-5	0	-1
CC(C)c1nnc(SCc2ccc(CSc3nnc(C(C)C)n3N)cc2)n1N	-9	2	8	0	-1	99	1	-2	5
COc1cccc(C(=O)Oc2cc(N)n(S(=O)(=O)c3ccc(C)cc3)n2)c1OC	5	12	16	6	3	89	17	9	13
Cn1c(=O)c(C(=O)CSc2nncs2)c(N)n(Cc2ccccc2)c1=O	14	0	5	2	2	92	9	4	0
O=C(NCc1ccc2c(c1)OCO2)c1ccc(-c2ccc(Cl)cc2)o1	-33	-10	-10	-2	1	90	-5	2	-6
CC(=O)NC1(C(F)(F)F)NC(=O)N(CC(C)C)C1=O (stereo not given)	-2	8	12	11	4	119	-8	6	5
CC(NC(=O)c1ccc(NS(C)(=O)=O)cc1)c1ccccc1 (stereo not given)	13	20	-2	8	-4	101	-11	3	5
C=CCOc1cccc(C2/C(=C(\O)c3ccc(F)cc3)C(=O)C(=O)N2CCN(C)C)c1 (stereo not given)	9	7	12	10	7	113	13	4	3
COc1ccc(CN2C(=O)CN=C2Nc2ccc(C)cc2C)cc1	12	2	4	-1	x	102	-8	3	4
CCOc1cc(N2CCOCC2)c(OCC)cc1NC(=O)CN1CCc2ccccc2C1	0	-6	-7	11	x	169	-1	2	-3
Cc1ccc2c3c1C1(C(=O)N3C(C)(C)CC2C)C(C#N)=C(N)Oc2cc(O)ccc21 (stereo not given)	16	4	4	9	6	76	9	3	0
O=C(Nc1ccc2ccccc2c1)c1cccnc1	0	13	12	1	0	122	5	2	3
CCOC(=O)C1CCN(C(=O)c2cn(-c3ccccc3)nc2-c2cccnc2)CC1	12	-3	3	10	x	116	8	-1	6
CCCOc1ccc(CSC(CC(=O)O)C(=O)O)cc1 (stereo not given)	x	x	8	-2	1	61	x	x	-1
COC(=O)C(Cc1cnc[nH]1)NC(=O)C1CCC(=O)N1 (stereo not given)	-8	7	11	11	12	102	10	1	-2
CC(C)Oc1ccc(C(=O)Nc2cc(=O)n(C)c(=O)n2C)cc1	-28	2	x	4	5	106	-3	-7	-2
CC12CCC(C(=O)N(c3ccccn3)c3ccccn3)(OC1=O)C2(C)C (stereo not given)	10	13	-1	-6	-2	88	11	3	3
CCc1ccccc1NC(=O)CN1C(=O)C2CCCN2c2ncc(Cl)cc21 (stereo not given)	11	-2	6	0	0	80	9	4	7
NC(=O)C1CCN(c2nc(C3CC3)nc3c2nnn3Cc2ccccc2)CC1	-39	5	6	6	-1	77	-9	-1	5
CC(=O)OC(C(=O)NCc1ccc2c(c1)OCO2)c1ccccc1Cl (stereo not given)	11	0	3	10	6	120	7	0	5
CC(=O)Oc1c(S(=O)(=O)c2ccc(C)cc2)c(C)nn1-c1ccccc1	-24	-4	5	5	4	104	1	8	-4
[O-][n+]1c2c(nn1-c1ccccc1Cl)-c1nonc1CC2	4	-9	-2	6	4	103	8	-7	0
O=C(Nc1nc(-c2cccnc2)cs1)c1ccc(S(=O)(=O)N2CCOCC2)cc1	0	-1	-3	8	4	71	9	1	1
COc1ccc(N(CC(=O)Nc2cccc(N(C)S(C)(=O)=O)c2)S(C)(=O)=O)cc1OC	-18	-7	1	2	-10	60	-2	11	1
COc1ccccc1N1CCN(CCC(=O)Nc2ccc3c(c2)OCO3)CC1	0	2	-7	x	x	89	6	-1	-5
COc1ccc2c(c1)CCc1cc(C(=O)N3CCN(c4ccc(N5CCOCC5)nn4)CC3)sc1-2	9	20	-117	6	5	74	10	6	5
CCCCN=C(C)c1c(O)c2ccccc2oc1=O	1	4	10	6	6	81	8	4	0
CC(=O)Nc1nonc1-c1nc2ccccc2n1Cc1nnc(C)o1	5	-1	1	-13	-3	105	-1	4	3
COc1cc(C2NC(=O)N(C)C3=C2C(=O)CCC3)cc(OC)c1OC (stereo not given)	8	-4	16	-3	-1	113	8	3	0
CN1CCN(c2ccccc2NS(=O)(=O)c2ccc3c(c2)CCN3C(=O)C2CCC2)CC1	16	5	11	8	4	80	10	5	4
O=C(CSc1nnc(CCCO)n1-c1ccccc1)Nc1nccs1	-18	13	14	5	0	88	-6	-1	6
CC(=O)Nc1ccc(CN2CCN(c3cccc(C(F)(F)F)c3)CC2)cc1	-6	-2	x	8	4	122	-8	3	x
